Screening data deposited in PubChem by National Center for Advancing Translational Sciences (NCATS).
IMPase cell inh = cell-permeable inhibitors of inositol monophosphatase (IMPase) | P97697 | AID 901 | CHO-M1 cells, IP1 accumulation, HTRF TR-FRET ratio | inhibition (IP1 accumulation), % at 46.1 µM | 120,000 tested, under 10 active; active = well fitted curve in the direction sought with a large enough effect in the signal ratio, not every such curve was filed as active; inconclusive = small, poorly fitted or top-dose-only effect, or a change in a side signal; inactive = no such curve, though single readings can be large or run the other way; the % refers to the signal ratio;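 note: cells stimulated with carbachol in lithium chloride buffer; plate controls were DMSO basal wells for no effect and reference inhibitor wells for full effect; higher means more IMPase inhibition seen as more IP1 and lower FRET ratio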
Target sequence (P97697 whole entry, looked up): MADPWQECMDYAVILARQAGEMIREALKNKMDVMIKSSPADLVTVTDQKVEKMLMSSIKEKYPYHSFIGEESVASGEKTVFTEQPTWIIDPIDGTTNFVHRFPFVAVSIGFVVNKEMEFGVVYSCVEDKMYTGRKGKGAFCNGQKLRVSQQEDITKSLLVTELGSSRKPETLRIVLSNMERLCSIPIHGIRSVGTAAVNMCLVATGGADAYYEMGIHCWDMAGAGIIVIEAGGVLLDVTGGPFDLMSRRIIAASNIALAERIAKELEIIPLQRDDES
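In this qHTS, compounds (final up to 46 uM) act on CHO-M1 cells that are then activated through the M1 receptor with carbachol, in pH 7.4 buffer containing 50 mM LiCl, for 30 min. IP1 accumulation is quantified by the IP-One immunoassay.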
ALOX15B inhib = 15-hLO-2 (ALOX15B) enzyme inhibition | O15296 | purified 15hLO-2, xylenol orange hydroperoxide absorbance | Potency, µM (top dose mostly 57.1 µM), inactives show at the highest dose activity change, negative = inhibition, usual class: inhibitors | 110,000 tested, 0.56% active; note: potency is the fitted concentration of half-maximal effect; nearly all actives have a fitted effect of over 60% in size; many of its hits are not listed in these tables
Target sequence (O15296 whole entry, looked up): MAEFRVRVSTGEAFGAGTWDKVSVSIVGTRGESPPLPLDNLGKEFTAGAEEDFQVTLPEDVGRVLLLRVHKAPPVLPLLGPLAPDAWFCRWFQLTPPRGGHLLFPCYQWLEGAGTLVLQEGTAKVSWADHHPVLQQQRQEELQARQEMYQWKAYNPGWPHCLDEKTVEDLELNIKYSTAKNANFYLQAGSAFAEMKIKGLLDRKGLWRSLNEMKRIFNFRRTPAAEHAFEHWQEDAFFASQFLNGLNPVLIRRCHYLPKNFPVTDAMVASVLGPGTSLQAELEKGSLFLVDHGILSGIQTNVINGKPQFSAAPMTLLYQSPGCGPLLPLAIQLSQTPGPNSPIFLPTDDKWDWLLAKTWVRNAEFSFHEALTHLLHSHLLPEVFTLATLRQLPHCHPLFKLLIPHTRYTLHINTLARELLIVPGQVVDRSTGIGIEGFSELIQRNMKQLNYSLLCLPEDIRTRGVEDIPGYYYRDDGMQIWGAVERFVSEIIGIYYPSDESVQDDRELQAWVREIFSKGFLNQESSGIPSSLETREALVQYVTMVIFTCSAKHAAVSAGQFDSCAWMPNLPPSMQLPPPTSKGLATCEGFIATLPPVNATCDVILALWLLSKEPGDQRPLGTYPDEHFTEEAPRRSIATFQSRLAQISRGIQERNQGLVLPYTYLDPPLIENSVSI
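Purified human 15hLO-2 (50 nM) preincubated 15 min with compound, then 45 uM arachidonic acid for 90 min at RT in 25 mM Hepes pH 7.5, 0.01% Triton X-100. Hydroperoxide detected by Fe-xylenol orange; 573/405 nm absorbance ratio.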
PNC inhibitor = blocks assembly of the perinucleolar compartment | PC3M PTB-GFP, PNC prevalence imaging, 16 h; stronger effect = lower value | activity change (PNC), negative = inhibition, % at 10 µM | 140,000 tested, 3.1% active | AID 2417;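 active = readout at or below -70, meaning at least 70% loss of cells showing the perinucleolar compartment, a nuclear body marking cancer cells; inconclusive = readout between -30 and a set limit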;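 note: plate controls were DMSO wells for no effect and camptothecin positive control wells for full effect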
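Compounds are pinned in duplicate onto adhered PC3M cells stably expressing GFP-tagged PTB and incubated 16 h at 37 C. Cells are then fixed, nuclei stained with Hoechst, and PNC-positive cells counted.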
ALOX12 inhib = inhibitors of human 12-lipoxygenase (ALOX12); P18054; purified 12-hLO, xylenol orange hydroperoxide absorbance; Potency, µM (doses to about 57.1 µM), without a hit: at the highest dose activity change, negative = inhibition, most hits filed as inhibitors; 150,000 tested, 0.12% active; AID 1452; note: potency is the fitted concentration of half-maximal effect; nearly all actives have a fitted effect of over 55% in size; many of its hits are not listed in these tables
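150 nM 12hLO, 25 mM Hepes pH 7.0 + 0.01% Triton X-100; cpd preinc 15 min RT; 40 uM arachidonic acid, 30 min RT; Fe-XO 30 min; A573/A405 ratio as read-out.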
An asterisk follows results filed as active; u = inconclusive; x = no result given; [ ] = remark or other dose. Unless noted, calls come from the whole dose curve; as a rule, active = well fitted curve in the direction sought with a large enough effect; inconclusive = small, poorly fitted or top-dose-only effect, or another doubt; inactive = no such curve, though single readings can be large; an effect the other way counts as inactive or inconclusive. Unless noted, % is set by controls: 0 for no effect and ±100 for the full control effect. These rows are one share of the data; count on the stated rates, not on these rows.

SMILES	IMPase cell inh	ALOX15B inhib	PNC inhibitor	ALOX12 inhib
O=C(CSc1nnc(-c2ccccn2)n1Cc1ccccc1)Nc1ccc2c(c1)OCO2	-1	-5%	u	-3%
CCn1cc([N+](=O)[O-])c(C(=O)N2CCN(C(=O)c3ccco3)CC2)n1	x	x	u	0%
CC1CC(C)CN(c2nc3c(c(=O)n(C)c(=O)n3C)n2C)C1 (centres undefined)	28	4%	-26	0%
O=S(=O)(c1ccccc1)N1CCN(Cc2cccc(Cl)c2)CC1	1	-17%	-3	-4%
O=C(Nc1ccon1)c1sc2cc(F)ccc2c1Cl	-17	x	-100*	2%
NC(=S)N/N=C/c1coc2c(ccc3ccccc32)c1=O	1	x	-28	-2%
COc1ccc(S(=O)(=O)NCCc2nnc3ccc(SCC(=O)Nc4nc(C)cs4)nn23)cc1	x	x	u	-3%
CN(/C=C/C(=O)C(F)(F)F)Cc1ccccc1	4	-7%	18	3%
COC(=O)N(NC(=O)C(O)(c1ccccc1)c1ccccc1)c1ccc(C)cc1	13	x	2	3%
N=c1ccn2c(n1)O[C@@H]1[C@H](O)[C@H](CO)O[C@@H]12	-1	1%	x	-2%
CCOC(=O)c1oc2cc(O)c(CC)cc2c(=O)c1-c1ccc2c(c1)OCCO2	2	-9%	36	-6%
COc1cccc(CNC(=O)C2CCCN(S(=O)(=O)c3cnc[nH]3)C2)c1 (centres undefined)	6	5%	23	2%
C/C=N/NC(=O)c1cc(Br)ccc1O	-1	x	u	-7%
CCOC(=O)c1sc(NC(=O)c2ccco2)nc1-c1ccccc1	-20	0%	-5	-5%
CCOC(=O)N1CCC(NC(=O)c2cc(S(=O)(=O)N3CCC4(CC3)OCCO4)ccc2F)CC1	3	5%	-28	-7%
Cc1ccc(S(=O)(=O)NCC(=O)N2CCCC2)cc1	0	-4%	22	1%
CCOc1cc(C2C(C(=O)OC)=C(C)N=C3SCCC(=O)N32)ccc1OC(C)=O (centres undefined)	7	6%	3	1%
CC(=O)Nc1cccc(C)c1	x	-3%	x	-2%
COCCn1c(-c2ccccc2)nc2oc3cc(OC)ccc3c(=O)c2c1=O	-5	x	-9	1%
CC(C)CNC(=O)c1ccccc1NC(=O)c1ccc(CN2CCOCC2)cc1	-10	-5%	-13	5%
CC(C)CNC(=O)COc1cccc(C(=O)NCc2ccccc2)c1	x	x	40	4%
Cc1cc(C(=O)CSc2ncn[nH]2)c(C)n1-c1cccc(S(=O)(=O)N2CCOCC2)c1	x	x	-4	-3%
COc1cccc([C@@H]2Oc3ccc(OC)cc3C(=O)[C@H]2OC(=O)N[C@H](C)C2CCCCC2)c1	x	x	-12	-1%
O=C(c1ccccc1F)N1CCN(Cc2cccc(Cl)c2)CC1	10	x	-8	1%
O=c1[nH]ncc2c3ccccc3n(Cc3ccccc3)c12	0	-9%	67	-2%
CCc1nc2ccc(C)cc2c(C(=O)NC2CCCCC2C)c1C (centres undefined)	0	5%	59	3%
CCc1nnc(NC(=O)CCN2C(=O)CCC2=O)s1	-9	-8%	19	-2%
C=CCc1c(C)nn(CC(=O)O)c1-c1ccccc1	0	-2%	12	0%
CCOC(=O)N1CCN(C(=O)COc2ccc(Br)cc2Cl)CC1	4	-1%	-18	-28%
CCOC(=O)C(NC(=O)c1ccccc1)(OCc1ccccc1)C(F)(F)F (centres undefined)	x	x	-25	-4%
COc1ccc(N(CC(=O)NCCSC(C)(C)C)S(C)(=O)=O)c(OC)c1	3	-8%	u	-3%
O=S(=O)(Nc1cc(C(F)(F)F)ccc1N1CCOCC1)c1ccc2ccccc2c1	x	x	-21	-3%
COc1cc(NS(C)(=O)=O)c(OC)cc1NC(=O)c1ccccc1	11	-2%	u	1%
O=C(NCCN1CCOCC1)NC1(C(F)(F)F)Oc2ccccc2O1	3	-5%	-11	-21%
O=C(N[C@H](CO)[C@H](O)c1ccc([N+](=O)[O-])cc1)C(Cl)Cl	0	-1%	x	-1%
COCCn1c(C(=O)N2CCCC2)cc2c1C[C@H]1CN(C(=O)c3ccccc3)[C@@](Cc3ccc(OC)cc3)(C(=O)OC)[C@@H]21	x	2%	x	-2%
O=C(CCN1CCCCC1)c1ccc2c(c1)OCO2	8	-27%	8	-9%
COc1ccc(S(=O)(=O)N2CCCCC2)cc1C(C)C	-7	-9%	1	-5%
CCOc1ccc(N(Cc2cc3cc(OC)ccc3[nH]c2=O)C(=O)C2CCCO2)cc1 (centres undefined)	8	-1%	-14	-1%
c1ccc(-c2nc(NCCCN3CCOCC3)c3ccccc3n2)cc1	0	8%[2.29 µM]	7	9%
CC(C)CN(C(=O)COC(=O)C1c2ccccc2Oc2ccccc21)C1CCS(=O)(=O)C1 (centres undefined)	9	2%	-12	0%
Cc1nn(C(=O)CNS(=O)(=O)c2ccccc2)c(C)c1Sc1ccc(Cl)cc1	x	x	7	0%
O=C(CO/N=C/c1ccccc1OC(F)F)NCc1cccs1	x	x	-29	-3%
COc1ccc(C2/C(=C(\O)c3ccc4c(c3)OCCO4)C(=O)C(=O)N2CCCN(C)C)cc1 (centres undefined)	8	-3%	17	-5%
Cc1c(Cl)cccc1NC(=O)COc1ccc(S(=O)(=O)N2CCOCC2)cc1	-5	-5%	-4	4%
COc1ccc(N2CCN(Cc3nc4ccccc4c(=O)[nH]3)CC2)cc1	-2	1%	-7	-3%
CC(C)c1ccc(S(=O)(=O)c2nnn3c2nc(N2CCCCC2)c2ccccc23)cc1	1	x	u	0%
Cc1nc(NC2CCCCC2)c2nc(-c3ccccc3)n(C(C)CN(C)C)c2n1 (centres undefined)	x	56%[activator]	x	-3%
CCCCn1c(SCC(=O)NCC2CCCO2)nc2ccc(N3CCOCC3)cc2c1=O (centres undefined)	-11	-4%	-6	-2%
COC(=O)CC1C(=O)NCCN1C(=O)c1ccccc1 (centres undefined)	16	-5%	-22	2%
COc1cc2c(cc1OC)CN(C(=S)Nc1c(C)cccc1C)CC2	x	x	u	0%
COC(=O)c1sccc1NC(=O)c1cc(-c2ccc(C)cc2)nc2ccccc12	0	-13%	47	-11%
Cc1cc(=O)c2ccc(Cl)cc2[nH]1	x	5%[0.0915 µM]	-8	-1%[0.00818 µM]
CCN(CCCNC(=O)CC1Oc2ccc(C)cc2NC1=O)Cc1ccccc1 (centres undefined)	17	x	u	-3%
C=C1CCC(=O)C(C)CCC2C1CC2(C)C (centres undefined)	x	3%	x	4%
CCOC(=O)c1ccc(CNCc2ccc(C)cc2)cc1	14	x	5	-1%
CC(C)(C)OC(=O)NCC(=O)N1CCC(C(=O)O)CC1	-13	-1%	12	0%
Cc1ccc(-c2nnn(Cc3nc4ccccc4s3)n2)cc1	9	8%	-11	-15%
CCOC(=O)C(=O)Nc1cc(Cl)ccc1C	x	x	-23	-2%
O=C(CSc1ncn[nH]1)c1ccco1	18	x	-7	-5%

The list goes on (3 carried over from the part before).
SMILES	IMPase cell inh	ALOX15B inhib	PNC inhibitor	ALOX12 inhib
Cc1ccc(-c2nnn(Cc3nc4ccccc4s3)n2)cc1	9	8%	-11	-15%
CCOC(=O)C(=O)Nc1cc(Cl)ccc1C	x	x	-23	-2%
O=C(CSc1ncn[nH]1)c1ccco1	18	x	-7	-5%
COc1ccc2cc3c(N)nn(C(=O)Cc4ccccc4OC)c3nc2c1	7	-9%	1	8%
Cc1onc(-c2ccccc2Cl)c1C(=O)NCc1ccc(N2CCCC2=O)cc1	18	-4%	-12	2%
COC(=O)Cn1c(C)nc2c(sc3nc(C)cc(C)c32)c1=O	-5	1%[2.29 µM]	u	-2%
CCN1C2=NCCCN2c2ccccc21	2	13%	36	-9%
O=C(COC(=O)c1ccccn1)Nc1ccc(S(=O)(=O)N2CCOCC2)cc1	2	-2%	-18	0%
O=S(CCc1ccncc1)Cc1ccccc1 (centres undefined)	4	2%	-21	7%
CCn1c2ccccc2c2nnc(SCC(=O)Nc3ccc4c(c3)OCO4)nc21	-5	-12%	u	-7%
O=C(CNS(=O)(=O)c1cccs1)N1CCc2ccccc2C1	0	-7%	u	2%
COc1ccc(/C=N/NC(=O)Cn2nnc3ccccc32)cc1OC	6	x	3	0%
NC(N)=NC(N)=Nc1ccccc1 (tested in a mixture with another compound)	x	-11%[11.4 µM]	x	-2%[11.4 µM]
C=C(C)c1cccc(C(C)(C)NC(=O)N2CCN(CC(N)=O)CC2)c1	3	5%	6	-3%
COc1ccc(N2CC(NC(=O)NCCC(C)C)CC2=O)cc1 (centres undefined)	6	x	-18	-6%
Cc1cc(C)c2nc(NC3=NCN(CCN4CCOCC4)CN3)nc(C)c2c1	u	4%	4	0%
COc1ccc(/C=N/NC(=O)CN2CCSCC2)c(OC)c1	x	x	u	-5%
COc1ccc(C2SCC(=O)N2CC23CC4CC(CC(C4)C2)C3)cc1 (centres undefined)	12	5%	14	-2%
CCCCOC(=O)Nc1ccc(C(=O)OC)cc1	4	-13%	29	-8%
COc1cc(C(=O)NCc2ccc3c(c2)OCO3)ccc1OCc1c(C)noc1C	6	-12%	-26	-2%
Cc1ccccc1NC(=O)Cc1nc(CCl)cs1	x	x	u	3%
O=C(NCCO)c1cccc2c1C(=O)c1ccccc1-2	x	x	u	3%
Cc1ccccc1CN(c1ccc(C(=O)NCCC2=CCCCC2)cc1)S(C)(=O)=O	1	14%	-18	-9%
C=C1C2CC[C@@]3(C)C(c4ccoc4)OC(=O)C[C@@]13OC1CC(=O)C(C)(C)C(CC(=O)OC)[C@]12C (some centres undefined)	x	-8%	x	-7%
Cc1ccc(-c2ccc(=O)n(CC(=O)NCCN(C)C)n2)cc1	-9	x	31	6%
CNC(=O)c1nc(C)n(-c2cc(Cl)ccc2Cl)n1	-2	0%	10	0%
CCOc1ccc(C(=O)N2CCN(c3ccccc3)CC2)cc1OCC	3	1%	24	-3%
NCCNc1ccc([N+](=O)[O-])c(Sc2nc3ccccc3[nH]2)c1	x	x	9	-2%
Cc1ccc(C(=O)N2CCN(c3cc(=O)[nH]nc3-c3ccccc3)CC2)cc1	-7	-6%	41	1%
O=C(CCCC(=O)OCC(=O)NC1CCCC1)Nc1ccccn1	7	-1%	u	0%
COc1ccc(/C(O)=C2\C(=O)C(=O)N(CCN(C)C)C2c2cccc(OC)c2OC)cc1Cl (centres undefined)	-20	-1%	49	3%
O=C(NCCCCCCNC(=O)NCc1ccco1)NCc1ccco1	-8	-1%	u	1%
Cn1ncc2c1ncn1nc(COc3ccc4ccccc4c3)nc21	1	-11%	40	3%
COc1ccc(C2C3=C(CC(C)(C)CC3=O)Oc3ncn(CCO)c(=N)c32)cc1OC (centres undefined)	2	2%	9	1%
Cc1ccc(NC(=O)CCC(=O)NNC(=O)/C=C/C(=O)O)c(C)c1	x	x	30	-3%
Nc1ccn([C@H]2CS[C@@H](CO)O2)c(=O)n1	x	-6%	x	2%
O=C(Nc1ccccc1)c1ccc(NCC2CCCO2)c(S(=O)(=O)N2CCOCC2)c1 (centres undefined)	-5	x	307	30%[activator]
CC(C)CN(C(=O)CCc1ccccc1)c1c(N)n(CC(C)C)c(=O)[nH]c1=O	-1	x	u	-2%
O=C(O)c1ccc(N=NN2CCCCCC2)cc1	x	x	25	2%
COc1ccccc1NC(=O)Nc1nc(-c2cccnc2)nc2ccccc12	6	-13%[0.0915 µM]	x	-2%[0.00818 µM]
CC/C(O)=C(\C#N)c1nnc2n1CCCCC2	-23	3%	71	3%
COc1ccc2c(c1)CN([C@H](C)[C@@H]1CC[C@@H]3[C@H]4CC[C@H]5C[C@@H](O)CC[C@@]5(C)[C@H]4CC[C@]31C)CO2	x	-14%[11.4 µM]	x	1%[11.4 µM]
